APP 5'UTR act = activates APP 5'UTR luciferase reporter; activation, % at 2 µM; 1% of 190,000 active; AID 1276; SH-SY5Y APP 5'UTR luciferase reporter, luminescence; zero percent = DMSO vehicle wells;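 active = activation above a set limit, based on mean plus 3 SD of controls, cut at about 140% in these data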; note: values of inactives mirror those of a sister screen read the other way
STAT1 activator = STAT1 signaling activation | NIH 3T3 STAT1-luciferase reporter, IFN-gamma, luminescence; 100% = IFN-gamma alone, no compound | activation (% of control), % at 5.5 µM | 2.6% of 200,000 active | AID 932;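 active = activation above the screen-wide mean activation plus 3 SD, cut at about 130% in these data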;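 note: raw ratio to IFN-gamma control signal so 100% means no change and 0% no light; values of inactives mirror those of a sister screen read the other way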
APP 5UTR inh = APP translation inhibition | SH-SY5Y APP 5'UTR-luciferase reporter, luminescence | 0.82% of 190,000 active | AID 1285 | inhibition, % at 2 µM;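 active = inhibition above a set limit, derived from the sample mean plus 3 SD, cut at about 45% in these data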; note: values of inactives mirror those of a sister screen read the other way
STAT1 blocker = inhibitors of IFN-gamma induced STAT1 signaling; 0.35% of 200,000 active; AID 920; inhibition, % at 5.5 µM; NIH 3T3 STAT1-luciferase reporter, luminescence;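 active = inhibition above a set limit, the mean inhibition across all tested compounds plus 3 SD, cut at about 34% in these data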;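 note: 0% = IFN-gamma with DMSO and 100% = IFN-gamma with 300 µM nifuroxazide; values of inactives mirror those of a sister screen read the other way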
STAT3 inh = reduces IL-6 driven STAT3 reporter signal; U3A cells, IL-6 STAT3-luciferase reporter, luminescence; host cell line lacks STAT1; inhibition, % at 5.5 µM; 0.89% of 190,000 active;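 active = inhibition above the mean inhibition across all screened compounds plus 3 SD, cut at about 44% in these data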;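 note: 0% = DMSO only wells and 100% = 100 µM nifuroxazide control wells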
RAM network inh = yeast RAM network inhibition | S. cerevisiae dse1pr::URA3 reporter, 5-FOA growth OD615, 2 d; analog-sensitive cbk1-as2 kinase mutant strain | inhibition, % at 50 µM | 1.8% of 190,000 active | AID 868;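 active = inhibition above a set limit, 3 SD over mean compound inhibition, cut at about 8.4% in these data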;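 note: 0% = DMSO-only wells with no growth and 100% = 10 µM 1-NA-PP1 full growth; inhibition rescues growth on 5-FOA so higher OD means more RAM inhibition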
Hsp70 act = transcriptional activators of Hsp70 | HeLa Hsp70 promoter luciferase reporter, luminescence; scaled: vehicle 0, proteasome-inhibitor control 100% | AID 1203 | 0.04% of 200,000 active | activation, % at 10 µM;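 active = activation above the mean across all tested compounds plus 3 SD, cutoff set per campaign, cut at about 5.5% in these data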;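 note: 100% = MG132 at 30 µM as the positive control and 0% = DMSO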
FLuc inh counter = Photinus pyralis luciferase inhibition counter-screen | P08659 | ATPLite firefly luciferase biochemical luminescence, 10 min | inhibition, % at 10 µM | 1.5% of 200,000 active | AID 1006;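 active = inhibition above about 50% when tested at 10 µM, limit read from the data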
Target sequence (P08659 whole entry, looked up): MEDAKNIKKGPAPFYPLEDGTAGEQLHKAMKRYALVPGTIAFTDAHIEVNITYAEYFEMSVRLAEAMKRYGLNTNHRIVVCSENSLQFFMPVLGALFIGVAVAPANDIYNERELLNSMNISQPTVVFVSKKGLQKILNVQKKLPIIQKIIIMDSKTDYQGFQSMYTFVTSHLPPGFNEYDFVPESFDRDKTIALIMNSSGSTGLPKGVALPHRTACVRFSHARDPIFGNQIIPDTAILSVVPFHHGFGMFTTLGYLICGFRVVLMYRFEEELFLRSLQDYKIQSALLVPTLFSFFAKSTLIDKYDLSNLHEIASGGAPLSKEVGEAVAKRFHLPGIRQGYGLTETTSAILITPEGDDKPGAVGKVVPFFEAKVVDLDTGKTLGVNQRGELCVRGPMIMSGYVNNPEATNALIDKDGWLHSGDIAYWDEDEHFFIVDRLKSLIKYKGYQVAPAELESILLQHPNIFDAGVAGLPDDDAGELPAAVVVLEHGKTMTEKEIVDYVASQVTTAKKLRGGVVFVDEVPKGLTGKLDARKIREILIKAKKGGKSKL
STAT3 act = STAT3 signaling activation; U3A cells, IL-6 STAT3-luciferase reporter, luminescence; 100% = signal with IL-6 EC80 alone; activation (% of control), % at 5.6 µM; 0.91% of 190,000 active;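 active = activation above the screen-wide mean of compound activation plus 3 SD, cut at about 130% in these data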;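 note: 0% = background luminescence of wells with medium and substrate only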
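Test system: human U3A cells carrying STAT3-luciferase construct; control set: IL-6-only wells as 100% reference; timing: compound pre-incubation 1 h before IL-6, then 6 h stimulation at 37 °C; also added: IL-6 stimulus at 33 ng/mL final; evaluation: % activation versus median of IL-6-stimulated wells; detection: reporter luminescence signal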
NF-kB neuron act = NF-kB expression increase, human neuronal cells | NF-kB reporter expression; stronger effect = higher value | fold change at 12.5 µM | 1.6% of 190,000 active; in the data active = fold change above about 3.3
An asterisk follows results filed as active.

How did CC(=O)NS(=O)(=O)c1ccc(NC(=O)CN2C(=O)C3C4C=CC(C4)C3C2=O)cc1 (stereo not drawn) do in these assays?
APP 5'UTR act: 0; STAT1 activator: 96; APP 5UTR inh: 0; STAT1 blocker: 5; STAT3 inh: -6; RAM network inh: 0.8; Hsp70 act: -0.2; FLuc inh counter: 3; STAT3 act: 103; NF-kB neuron act: 1.1

How did CCSC1=NC(C)(C)C=C(/C=C/c2ccc(Cl)cc2Cl)N1 do in these assays?
APP 5'UTR act: -11; STAT1 activator: 95; APP 5UTR inh: 11; STAT1 blocker: 6; STAT3 inh: 13; RAM network inh: 0.7; Hsp70 act: -0.3; FLuc inh counter: -3; STAT3 act: 94; NF-kB neuron act: 2

Results for N#Cc1cc(-c2ccccc2)nnc1Oc1ccccc1Cl ?
APP 5'UTR act: 6; STAT1 activator: 98; APP 5UTR inh: -6; STAT1 blocker: 2; STAT3 inh: 25; RAM network inh: 4.8; Hsp70 act: -0.3; FLuc inh counter: -4; STAT3 act: 80; NF-kB neuron act: 1.1

Results for CC(NC(=O)c1ccc(S(=O)(=O)N(C)C)cc1)c1ccccc1 (stereo not drawn) ?
APP 5'UTR act: 7; STAT1 activator: 103; APP 5UTR inh: -7; STAT1 blocker: -3; STAT3 inh: 2; RAM network inh: 0.5; Hsp70 act: -0.5; FLuc inh counter: -2; STAT3 act: 103; NF-kB neuron act: 1.3

What do the screens show for `CCOC(=O)CN1C(=O)C(=O)c2cc(C)ccc21`?
APP 5'UTR act: -5; STAT1 activator: 101; APP 5UTR inh: 5; STAT1 blocker: -1; STAT3 inh: 3; RAM network inh: 1.7; Hsp70 act: 0.0; FLuc inh counter: -7; STAT3 act: 101; NF-kB neuron act: 1.1

What do the screens show for `O=C(CCc1nc2ccccc2s1)N1CCN(c2ccccc2)CC1`?
APP 5'UTR act: 1; STAT1 activator: 102; APP 5UTR inh: -1; STAT1 blocker: 0; STAT3 inh: 7; RAM network inh: 0.4; Hsp70 act: -0.3; FLuc inh counter: -7; STAT3 act: 98; NF-kB neuron act: 1.2

What do the screens show for `CCOc1ccc(CC(=O)NNC(=S)Nc2ccccc2)cc1Br`?
APP 5'UTR act: 2; STAT1 activator: 100; APP 5UTR inh: -2; STAT1 blocker: 1; STAT3 inh: 5; RAM network inh: 0.1; Hsp70 act: -0.1; FLuc inh counter: -5; STAT3 act: 97; NF-kB neuron act: 1.1

How did N#Cc1c2c(c(Nc3ccccc3)n3c1nc1ccccc13)CCC2 do in these assays?
APP 5'UTR act: 7; STAT1 activator: 104; APP 5UTR inh: -7; STAT1 blocker: -4; STAT3 inh: 3; RAM network inh: 2.9; Hsp70 act: -0.4; FLuc inh counter: -6; STAT3 act: 104; NF-kB neuron act: 1

How did CCOC(=O)Nc1ccc(C(=O)Oc2ccccc2)c(O)c1 do in these assays?
APP 5'UTR act: 27; STAT1 activator: 108; APP 5UTR inh: -27; STAT1 blocker: -9; STAT3 inh: 14; RAM network inh: 4.8; Hsp70 act: 0.2; FLuc inh counter: -3; STAT3 act: 92; NF-kB neuron act: 1.7

What do the screens show for `CC1=Nc2ccccc2/C1=C\c1nc(-c2ccc(F)cc2)oc1O`?
APP 5'UTR act: 18; STAT1 activator: 105; APP 5UTR inh: -18; STAT1 blocker: -5; STAT3 inh: -24; RAM network inh: 8.6*; Hsp70 act: -0.4; FLuc inh counter: -1; STAT3 act: 117; NF-kB neuron act: 1.2

What do the screens show for `O=C(c1cc(-c2ccccn2)nc2ccc(Cl)cc12)N1CCN(CCc2ccccc2)CC1`?
APP 5'UTR act: 15; STAT1 activator: 102; APP 5UTR inh: -15; STAT1 blocker: -6; STAT3 inh: -14; RAM network inh: 2.2; Hsp70 act: -0.2; FLuc inh counter: -5; STAT3 act: 116; NF-kB neuron act: 0.58

How did O=C(Cc1ccccc1)NCC(=O)N1CCCCCC1 do in these assays?
APP 5'UTR act: -3; STAT1 activator: 103; APP 5UTR inh: 3; STAT1 blocker: -3; STAT3 inh: -7; RAM network inh: 2.9; Hsp70 act: -0.1; FLuc inh counter: 5; STAT3 act: 106; NF-kB neuron act: 1.2

What do the screens show for `CNC(=O)c1csc(-c2ccccc2)n1`?
APP 5'UTR act: -6; STAT1 activator: 103; APP 5UTR inh: 6; STAT1 blocker: -4; STAT3 inh: 13; RAM network inh: 0.2; Hsp70 act: -0.1; FLuc inh counter: -1; STAT3 act: 94; NF-kB neuron act: 1.1

Results for COC(=O)C1CC(O)CN1C(=O)c1ccco1 (stereo not drawn) ?
APP 5'UTR act: -3; STAT1 activator: 100; APP 5UTR inh: 3; STAT1 blocker: 0; STAT3 inh: 9; RAM network inh: 0.9; Hsp70 act: -0.3; FLuc inh counter: -5; STAT3 act: 101; NF-kB neuron act: 1.5

How did COc1ccc(C(=O)C2CCCN(C(=O)c3ccc4cc[nH]c4c3)C2)c(C)c1 (stereo not drawn) do in these assays?
APP 5'UTR act: 3; STAT1 activator: 100; APP 5UTR inh: -3; STAT1 blocker: -2; STAT3 inh: 1; RAM network inh: 1.0; Hsp70 act: -0.2; FLuc inh counter: -11; STAT3 act: 101; NF-kB neuron act: 1.1

Results for N#C/C(=N\O)c1nc2ccccc2[nH]1 ?
APP 5'UTR act: -13; STAT1 activator: 98; APP 5UTR inh: 13; STAT1 blocker: 2; STAT3 inh: 10; RAM network inh: 2.1; Hsp70 act: -0.1; FLuc inh counter: -2; STAT3 act: 95; NF-kB neuron act: 1.3

What do the screens show for `Oc1ccc(Nc2ncnc3scc(-c4ccccc4)c23)cc1`?
STAT1 activator: 95; STAT1 blocker: 6; STAT3 inh: -6; RAM network inh: 4.6; Hsp70 act: -0.6; FLuc inh counter: -7; STAT3 act: 106; NF-kB neuron act: 1.2

Results for C=CCn1cc(C(=O)NCc2ccco2)c(=O)c2cc(S(=O)(=O)N3CCCCCC3)ccc21 ?
APP 5'UTR act: -3; STAT1 activator: 85; APP 5UTR inh: 3; STAT1 blocker: 16; STAT3 inh: 8; RAM network inh: 5.8; Hsp70 act: 0.0; FLuc inh counter: -3; STAT3 act: 96; NF-kB neuron act: 0.59

Results for CCOP(=O)(OCC)c1nc(-c2cccc3ccccc23)oc1N1CCOCC1 ?
APP 5'UTR act: 11; STAT1 activator: 91; APP 5UTR inh: -11; STAT1 blocker: 11; STAT3 inh: 7; RAM network inh: 0.4; Hsp70 act: -0.3; FLuc inh counter: -6; STAT3 act: 98; NF-kB neuron act: 0.99

What do the screens show for `C=CCn1c(SCCC(=O)O)nc2c1c(=O)n(C)c(=O)n2C`?
APP 5'UTR act: 0; STAT1 activator: 100; APP 5UTR inh: 0; STAT1 blocker: 0; STAT3 inh: 5; RAM network inh: -0.1; Hsp70 act: 0.0; FLuc inh counter: -6; STAT3 act: 99; NF-kB neuron act: 1.1

Results for O=C(CSc1nnnn1C1CCCCC1)NCc1ccco1 ?
APP 5'UTR act: 0; STAT1 activator: 99; APP 5UTR inh: 0; STAT1 blocker: 1; STAT3 inh: 1; RAM network inh: -0.2; Hsp70 act: -0.3; FLuc inh counter: -7; STAT3 act: 103; NF-kB neuron act: 1.1

How did CCCOc1ccccc1NC(=O)c1ccc(N)cc1 do in these assays?
APP 5'UTR act: 12; STAT1 activator: 103; APP 5UTR inh: -12; STAT1 blocker: -3; STAT3 inh: 0; RAM network inh: 0.4; Hsp70 act: -0.5; FLuc inh counter: -2; STAT3 act: 104; NF-kB neuron act: 1.1

What do the screens show for `Cc1cc(C)c(OCCOCCN2CCNCC2)c(C)c1`?
APP 5'UTR act: 12; STAT1 activator: 96; APP 5UTR inh: -12; STAT1 blocker: 4; STAT3 inh: 0; RAM network inh: 1.0; Hsp70 act: -0.2; FLuc inh counter: -9; STAT3 act: 101; NF-kB neuron act: 1

What do the screens show for `CCc1ccc(NC(=O)c2ccc3c(c2)C(=O)N(Cc2ccco2)C3=O)cc1`?
APP 5'UTR act: 6; STAT1 activator: 108; APP 5UTR inh: -6; STAT1 blocker: -7; STAT3 inh: -13; RAM network inh: 2.3; Hsp70 act: -0.2; FLuc inh counter: -3; STAT3 act: 111; NF-kB neuron act: 1.1

Results for COc1cccc(NC(=O)c2cnsn2)c1 ?
APP 5'UTR act: -1; STAT1 activator: 112; APP 5UTR inh: 1; STAT1 blocker: -13; STAT3 inh: 0; RAM network inh: -0.1; Hsp70 act: -0.1; FLuc inh counter: 0; STAT3 act: 100; NF-kB neuron act: 1.4

What do the screens show for `Cc1ccc(Cn2c(Sc3nccc(C)n3)nc3c2c(=O)[nH]c(=O)n3C)cc1`?
APP 5'UTR act: 0; STAT1 activator: 91; APP 5UTR inh: 0; STAT1 blocker: 10; STAT3 inh: 1; RAM network inh: 0.4; Hsp70 act: -0.1; FLuc inh counter: -9; STAT3 act: 102; NF-kB neuron act: 0.83

What do the screens show for `C/C=C/c1ccc(OCCCCOc2c(OC)cccc2OC)c(OC)c1`?
APP 5'UTR act: -12; STAT1 activator: 100; APP 5UTR inh: 12; STAT1 blocker: -1; STAT3 inh: -6; RAM network inh: 1.9; Hsp70 act: -0.2; FLuc inh counter: 3; STAT3 act: 104; NF-kB neuron act: 0.84

Results for CCc1ccc(NC2=NCC(=O)N2c2ccc3c(c2)OCCO3)cc1 ?
APP 5'UTR act: -5; STAT1 activator: 102; APP 5UTR inh: 5; STAT1 blocker: -2; STAT3 inh: 2; RAM network inh: 3.8; Hsp70 act: 0.0; FLuc inh counter: 1; STAT3 act: 100; NF-kB neuron act: 1.1

Results for CCOC(=O)c1oc2cc(O)ccc2c(=O)c1-c1ccc(OC)cc1 ?
APP 5'UTR act: 10; STAT1 activator: 88; APP 5UTR inh: -10; STAT1 blocker: 13; STAT3 inh: 17; RAM network inh: 2.1; Hsp70 act: -0.2; FLuc inh counter: -12; STAT3 act: 87; NF-kB neuron act: 0.75

Results for Clc1ccc(Cn2nnc(-c3ccc(N4CCOCC4)cc3)n2)cc1 ?
APP 5'UTR act: -5; STAT1 activator: 101; APP 5UTR inh: 5; STAT1 blocker: -1; STAT3 inh: 0; RAM network inh: 8.0; Hsp70 act: -0.2; FLuc inh counter: -5; STAT3 act: 106; NF-kB neuron act: 1

Results for CCOc1cc(-c2cc(-c3ccccc3)nc(N)c2C#N)ccc1O ?
APP 5'UTR act: -2; STAT1 activator: 94; APP 5UTR inh: 2; STAT1 blocker: 6; STAT3 inh: 16; RAM network inh: 2.7; Hsp70 act: -0.2; FLuc inh counter: -8; STAT3 act: 91; NF-kB neuron act: 0.85

How did O=C(NCc1cccnc1)c1cccc(S(=O)(=O)N2CCCCC2)c1 do in these assays?
APP 5'UTR act: 11; STAT1 activator: 95; APP 5UTR inh: -11; STAT1 blocker: 6; STAT3 inh: 5; RAM network inh: 0.3; Hsp70 act: 0.0; FLuc inh counter: -7; STAT3 act: 102; NF-kB neuron act: 0.92

What do the screens show for `COc1cccc2cc(C(=O)N3CCN(C(=O)c4ccccc4)CC3)c(=O)oc12`?
APP 5'UTR act: 10; STAT1 activator: 98; APP 5UTR inh: -10; STAT1 blocker: 0; STAT3 inh: -4; RAM network inh: 0.6; Hsp70 act: 0.0; FLuc inh counter: -3; STAT3 act: 105; NF-kB neuron act: 1.1

Screening results: PubChem BioAssay, several laboratories
